Assay outcomes deposited in PubChem BioAssay by several laboratories.
Dynein transport = dynein cargo transport inhibition; 3617.4 mouse cells, GR-EGFP nuclear translocation imaging; test concentration mostly 20 µM; stimulated with dexamethasone, 1 µM; stronger effect = lower value; z-score, hits read low; 220,000 tested, 0.47% active;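 active means plate z-score of nuclear minus cytoplasmic receptor signal below a set negative limit, without overly bright fluorescence or cell loss, cut at about -3.5 in these data, passing the limit was not always enough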;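 further: z-score of nuclear minus cytoplasmic ring GR-EGFP intensity difference per well; some compounds called inactive have numbers as strong as hits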
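Medium: Induction medium lacking tetracycline, stripped serum | Probe or stimulus: 1.0 µM final dexamethasone stimulus | Schedule: 48 h induction, then 1 h compound, then 30 min agonist, 37 °C | Signal: Automated 10x imaging of fixed Hoechst-stained cells | Evaluation: Per-cell GR-EGFP intensity, nucleus versus surrounding cytoplasmic ring, well-averaged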
NOD1 NF-kB reporter = inhibition of NOD1-driven NF-kB reporter – cell-based, luminescence, uHTS, primary screen (AID 1578) | NOD1-driven NF-kB luciferase reporter cells, luminescence; higher % means a stronger effect | inhibition, % at 4 µM; hits with a dose series show EC50 in µM | 290,000 tested, 1% active; in the data active means inhibition mostly above about 36%, no sharp cut-off; inactive means mostly below about 34%;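 further: HEK-293T reporter cells stimulated with the NOD1 agonist gamma-tri-DAP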
MT stabilizer = microtubule stabilization, imaging screen. 200,000 tested, 0.83% active. HeLa tubulin immunostaining HCS, 24 h; share of cells brighter than vehicle mean+2SD. AID 2205. % tubulin-high responders, % at 10 µM;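 active means plate Z-score above 3 for both tubulin-high and condensed-nucleus cell shares, with cell loss under 80%, at 10 µM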;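 further: anti alpha tubulin signal scored within the nucleus-defined area of each cell; some results filed as inactive read as strong as hits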
HEK293 NOD2/NF-kB = inhibition of NOD2-driven NF-kB reporter – cell-based, luminescence, uHTS, HEK293 (AID 1566); 290,000 tested, 0.63% active; HEK293 NOD2/NF-kB luciferase reporter, luminescence; higher % means a stronger effect; one-dose inhibition, % at 4 µM; EC50 in µM for titrated hits; in the data active means inhibition above about 50%; further: many of its hits are not listed in these tables
Autophagy mod = autophagy modulation, high-content screen; calls only at 10 µM (by protocol); 190,000 tested, 0.98% active; MEF GFP-LC3 puncta imaging; test concentration mostly 10 µM;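 active means percentage of spot-positive cells more than 3 SD above its plate mean, without a fluorescence outlier flag or 80% toxicity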;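 further: spot-positive cell cutoff set from DMSO-treated cells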
Ins promoter up = MIN6 insulin promoter up-regulation; MIN6 insulin promoter-GFP reporter, high-content imaging; stronger effect = higher value; AID 1625; z-score at 5 µM; 190,000 tested, 0.3% active;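 active means z-score above 3 at 5 µM with at least 500 cells counted in the well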
M17LAP inhibition = P. falciparum M17LAP inhibitors, primary screen, biochemical, fluorogenic H-Leu-NHMec substrate, 1536-well (AID 1619); recombinant M17LAP, H-Leu-NHMec fluorogenic kinetic assay; higher % means a stronger effect; one-dose inhibition, % at 30 µM; IC50 in µM for titrated hits; 220,000 tested, 0.38% active;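 active means compound inhibiting the enzyme by more than half at any dose during confirmatory dose-response retesting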;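 further: plate controls were full reaction with DMSO carrier for no effect and no enzyme background for full effect; strong numbers were not always called active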
bCat nuc transl = beta-catenin nuclear translocation modulation; 190,000 tested, 0.3% active; nuclear translocation activity, % at 5 µM; HeLa beta-catenin nuclear translocation, immunofluorescence imaging; AID 1665;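 active means nuclear translocation activity above 50% at 5 µM, with a well cell count of 50 or more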;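 further: per-cell ratio of nuclear to cytoplasmic median beta-catenin stain intensity; plate controls were DMSO negative control for no effect and GSK-3 inhibitor IX positive control for full effect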
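System: Human HeLa cells, endogenous beta-catenin | Compound dosing: 5 µM primary, 0.02–20 µM confirmation | Timing: 24 h compound exposure at 37°C, 5% CO2 | Measured by: Fluorescence imaging of beta-catenin antibody stain plus DAPI | Read-out basis: % activation of per-cell nuclear versus cytoplasmic median beta-catenin signal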
Yfh1-off respiration = enhancers of respiration in Yfh1-depleted yeast, dose response, Friedreich's ataxia, plus single-dose screen (AID 1465); S. cerevisiae Yfh1-off respiration, WST-1 reduction, 72 h; higher fold induction means a stronger effect; 220,000 tested, 0.074% active; one-dose fold induction at 50 µM; EC50 in µM for titrated hits;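 active means fold induction of absorbance versus untreated yeast above a set limit, then at least 30% activation at any dose in follow-up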;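 further: activators that raise dye reduction in frataxin-depleted yeast; strong numbers were not always called active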
Dynein transport cytoplasmic EGFP = further read-out of Dynein transport, marked with its call; z-score; measured here: cytoplasmic GR-EGFP intensity; stronger effect = higher value
Dynein transport nuclear GR-EGFP = further read-out of Dynein transport, marked with its call; z-score; measured here: nuclear GR-EGFP intensity;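 lower value marks the stronger effect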
Dynein transport cell count = also measured in Dynein transport; calls as there; z-score; measured here: cell count per field
Ins promoter up cell count = also measured in Ins promoter up; calls as there; cell count; measured here: cytotoxicity, nuclei count;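 total cells summed across four imaged fields per well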
bCat nuc transl cell count 5 µM = recorded beside bCat nuc transl, whose call it bears; cell count; measured here: cell count, cytotoxicity flag
MT stabilizer Hoechst-high % = recorded beside MT stabilizer, whose call it bears; % Hoechst-high responders; measured here: nuclear condensation Hoechst responders;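 share of cells brighter than vehicle mean plus two SD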
MT stabilizer cytotoxicity % = recorded beside MT stabilizer, whose call it bears; toxicity, %; measured here: cytotoxicity by cell density;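 0% = mean cell density of plate MIN control wells and 100% = no cells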
Autophagy mod cell loss 18 h = recorded beside Autophagy mod, whose call it bears; toxicity, %; measured here: cell loss, nuclei count;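 cell loss after 18 h compound exposure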
Starred values were filed as active, the others as inactive; i = inactive; x = not tested or not shown. The list is partial (hit frequency here may not be typical).

no.	SMILES	Dynein transport	Dynein transport cytoplasmic EGFP	Dynein transport nuclear GR-EGFP	Dynein transport cell count	NOD1 NF-kB reporter	MT stabilizer	MT stabilizer Hoechst-high %	MT stabilizer cytotoxicity %	HEK293 NOD2/NF-kB
1	O=C(CN1CCC(n2nnc3ccccc32)CC1)NCc1cccs1	-0.839	-0.23	-0.383	0.753	5.4%	2.3	1.7	6.0	15.0%
2	CCOC(=O)N/N=C/c1c(C)nn(-c2cccc(C(F)(F)F)c2)c1Cl	0.186	-0.291	-0.266	0.495	-1.0%	23.8*	27.0*	57.4*	11.4%
3	CC(=O)C(Cc1ccccc1)NC(=O)CN1CCN(Cc2ccccc2)CC1 (stereo not given)	0.101	-0.305	0.287	-0.87	-0.2%	3.0	3.7	7.7	-7.3%
4	Clc1ccc(-c2cn3cccnc3n2)cc1	-0.226	0.0216	0.187	0.217	-40.5%	0.8	1.1	7.5	-34.3%
5	O=C(C[n+]1ccccc1)Nc1nc2ccccc2s1	0.68	-0.247	-0.111	0.262	-33.5%	1.4	1.8	4.4	-22.6%
6	Cc1ccc(CNc2nc(N)c([N+](=O)[O-])c(NCc3ccccc3)n2)cc1	0.329	-0.215	0.247	-0.109	0.5%	3.3	3.0	6.0	21.0%
7	CC(C)C[C@H](NC(=O)Nc1cccc(Br)c1)C(=O)O	0.491	-0.23	0.37	-0.325	-12.4%	1.6	2.2	9.4	13.8%
8	Cn1cccc1C(=O)Nc1nccs1	1.73	-0.0854	2.22	-2.11	-9.8%	3.3	3.1	2.1	5.3%
9	COc1ccc(CCNC(=O)c2cc(-c3ccco3)on2)cc1OC	-0.849	-0.323	0.278	0.594	-46.5%	1.2	1.9	3.8	-29.7%
10	Fc1ccccc1Cn1nnc2c(NCc3ccccn3)ncnc21	1.3	-0.0389	1.54	-1.99	20.7%	7.7	2.3	7.6	4.3%

no.	Autophagy mod	Autophagy mod cell loss 18 h	Ins promoter up	Ins promoter up cell count	M17LAP inhibition	bCat nuc transl	bCat nuc transl cell count 5 µM	Yfh1-off respiration
1	i	-12.4	x	x	20.1%	x	x	i
2	i	24.1	1.9	1418	-7.5%	12.8	874	i
3	i	-0.3	0.3	1064	-1.0%	4.5	1111	i
4	i	-6.1	-0.26	979	-16.9%	-3.1	1247	i
5	i	2.5	0.22	1426	18.2%	-1.7	959	i
6	i	3.6	-0.11	1233	3.2%	0.7	910	i
7	i	-4.5	0.34	1238	35.5%	-1.3	925	i
8	i	-3.6	-0.15	1271	-1.9%	-0.4	864	i
9	i	13.0	-0.51	1264	1.5%	-2.1	1136	i
10	i	-2.3	0.42	1084	-6.1%	0.5	1024	i

Looked up by compound from the list above, 2 records:
no.	SMILES	Dynein transport	Dynein transport cytoplasmic EGFP	Dynein transport nuclear GR-EGFP	Dynein transport cell count	NOD1 NF-kB reporter	MT stabilizer	MT stabilizer Hoechst-high %	MT stabilizer cytotoxicity %	HEK293 NOD2/NF-kB
5	O=C(C[n+]1ccccc1)Nc1nc2ccccc2s1	0.68	-0.247	-0.111	0.262	-33.5%	1.4	1.8	4.4	-22.6%
8	Cn1cccc1C(=O)Nc1nccs1	1.73	-0.0854	2.22	-2.11	-9.8%	3.3	3.1	2.1	5.3%

no.	Autophagy mod	Autophagy mod cell loss 18 h	Ins promoter up	Ins promoter up cell count	M17LAP inhibition	bCat nuc transl	bCat nuc transl cell count 5 µM	Yfh1-off respiration
5	i	2.5	0.22	1426	18.2%	-1.7	959	i
8	i	-3.6	-0.15	1271	-1.9%	-0.4	864	i

(further entries)
no.	SMILES	Dynein transport	Dynein transport cytoplasmic EGFP	Dynein transport nuclear GR-EGFP	Dynein transport cell count	NOD1 NF-kB reporter	MT stabilizer	MT stabilizer Hoechst-high %	MT stabilizer cytotoxicity %	HEK293 NOD2/NF-kB
11	Cc1ccc(S(=O)(=O)Cn2nnnc2C(C)N2CCN(C(=O)c3ccco3)CC2)cc1 (stereo not given)	-0.302	-0.277	0.052	0.0251	-18.0%	5.7	2.7	0.2	-8.4%
12	CC(C)(C)NC(=O)c1ccncc1	2.34	1.91	1.73	-0.806	8.4%	0.9	1.7	11.4	12.2%
13	O=C(Nc1ccc(F)cc1)C(Sc1nnc2ccccn12)c1ccccc1 (stereo not given)	-0.381	0.549	-0.2	-0.0195	-15.8%	4.4	1.6	3.4	-3.8%
14	Nc1cc[n+](CC(=O)Nc2ccccc2)cc1	-1.14	-0.234	-0.645	1.2	-25.9%	2.5	2.4	5.5	-16.5%
15	COc1ccc2[nH]c(=O)c(CN(C)C(=O)COc3ccccc3)cc2c1	-0.356	-0.157	-0.0452	-0.0373	16.3%	2.0	1.6	8.6	5.3%
16	Cc1cccc(C(=O)Nc2ccc(NC(=O)Cc3ccc(Cl)cc3)cc2)c1	0.387	-0.139	0.523	-0.478	-27.0%	3.1	3.3	3.8	1.1%
17	O=C(CS(=O)(=O)c1c[nH]c2ccccc12)NC1CCCCC1	-0.461	-0.19	-0.216	-0.167	-9.5%	4.2	1.5	9.5	8.2%
18	CC(Cl)C(=O)Nc1cc(C(C)(C)C)nn1-c1ccccc1 (stereo not given)	0.243	-0.135	0.425	-0.563	-15.0%	3.3	2.1	9.0	20.7%
19	CCOC(=O)c1[nH]c2ccccc2c1NC(=O)c1ccc2c(c1)OCO2	1.03	-0.0582	0.984	-1.27	16.6%	7.3	2.0	6.7	14.1%
20	CCCOc1cccc(C(=O)N(Cc2cccs2)C2CCS(=O)(=O)C2)c1 (stereo not given)	-0.0334	-0.267	0.34	0.0985	-6.4%	4.3	1.3	14.2	12.8%

no.	Autophagy mod	Autophagy mod cell loss 18 h	Ins promoter up	Ins promoter up cell count	M17LAP inhibition	bCat nuc transl	bCat nuc transl cell count 5 µM	Yfh1-off respiration
11	i	19.4	0.29	1407	5.5%	-7.7	988	i
12	i	4.9	0.08	968	-5.4%	x	x	i
13	i	1.8	0.14	1352	16.3%	0.6	983	i
14	i	1.6	0.48	1480	-5.4%	0.6	999	i
15	i	44.4	x	x	13.4%	x	x	i
16	i	20.8	0.32	1592	3.8%	0.5	1121	i
17	x	x	0.98	1900	3.7%	-3.6	1114	i
18	i	-14.3	-2.6	1636	11.3%	-2.3	1032	i
19	i	4.8	1.22	942	-12.2%	x	x	i
20	i	-30.5	-0.43	1206	-4.5%	0.6	818	i

Remaining list, next part.
no.	SMILES	Dynein transport	Dynein transport cytoplasmic EGFP	Dynein transport nuclear GR-EGFP	Dynein transport cell count	NOD1 NF-kB reporter	MT stabilizer	MT stabilizer Hoechst-high %	MT stabilizer cytotoxicity %	HEK293 NOD2/NF-kB
21	CCOC(=O)C1(Cc2cccc(OC)c2)CCCN(S(=O)(=O)c2cccnc2)C1 (stereo not given)	-0.839	-0.338	-0.382	0.863	-12.3%	4.3	1.2	5.7	19.1%
22	COC(=O)CSc1nnc(-c2ccco2)n1Cc1ccco1	-0.28	-0.17	0.202	-0.114	-11.7%	4.5	1.5	4.8	-2.9%
23	C/C(=C/CCC(C)C1CCC2(C)C3CCC4C(C)(C)C(=O)CCC4(C)C3=CCC12C)C(=O)O (stereo not given)	-0.425	-0.77	-0.312	-0.249	-9.0%	x	x	x	7.2%
24	CC(=O)Nc1ccc(S(=O)(=O)n2cnc3cc(C)c(C)cc32)cc1	-0.741	-0.204	-0.106	0.63	23.5%	2.6	3.0	5.9	18.5%
25	Nc1nc(Nc2ccc(Cl)cc2)nc(NCCO)c1[N+](=O)[O-]	0.881	-0.256	0.977	-0.697	3.0%	x	x	x	22.4%
26	CCCc1cc(=O)[nH]c(SCc2cc(C(=O)OC)c(C)o2)n1	0.253	-0.2	0.17	-0.484	2.5%	1.3	1.7	11.0	3.9%
27	CCOC(=O)C1CCN(C(=O)COc2cc(C)c(Br)c(C)c2)CC1	-0.562	-0.194	-0.355	0.643	-18.2%	1.3	1.1	5.7	5.6%
28	CCN1CCN(C(=O)C2(NC(=O)Nc3cccc(F)c3)CCCCC2)CC1	0.00493	-0.24	0.327	0.875	-12.0%	2.8	2.4	6.6	-11.8%
29	C=CCNC(=O)c1onc(CSc2cc(C)cc(C)c2)c1C(=O)NCC=C	-0.625	-0.791	-0.139	0.499	-10.5%	x	x	x	11.0%
30	Cc1nc2c(-c3ccccc3)c(C)nn2c(C)c1CC(=O)O	-0.0785	-0.165	0.161	0.389	-16.5%	2.9	2.8	8.0	10.4%
31	O=c1c2oc3nc4c(cc3c2ncn1CCCc1ccccc1)CCCC4	0.0096	-0.208	-0.0616	0.282	-7.2%	x	x	x	-21.4%
32	O=S(=O)(c1ccc(Cl)cc1)N1CCCC1c1nc(-c2cccc(Cl)c2)no1 (stereo not given)	-0.631	-0.217	-0.589	0.568	-1.9%	0.8	1.8	8.8	12.5%

no.	Autophagy mod	Autophagy mod cell loss 18 h	Ins promoter up	Ins promoter up cell count	M17LAP inhibition	bCat nuc transl	bCat nuc transl cell count 5 µM	Yfh1-off respiration
21	i	-16.8	-0.27	1456	3.2%	-1.8	1063	i
22	i	10.1	0.91	1044	6.2%	-1.4	827	i
23	x	x	x	x	1.1%	-1.7	1160	i
24	i	-3.3	0.13	1049	-2.5%	0.7	1236	x
25	x	x	-0.63	1086	6.8%	0.5	1329	i
26	i	-8.8	0.31	1295	8.5%	-1.9	869	i
27	i	0.5	0.19	1216	-1.9%	-4.4	894	i
28	i	13.7	-4.67	985	-2.0%	-11.5	497	i
29	x	x	-0.19	981	-2.9%	-0.2	1419	i
30	i	-8.1	-0.49	1539	17.6%	-0.8	973	i
31	x	x	0.5	1404	-2.1%	1.2	1356	i
32	i	2.3	0.16	1838	6.7%	-0.9	1148	i
